# Screens deposited in PubChem BioAssay by National Center for Advancing Translational Sciences (NCATS).
# aSyn yeast inh = alpha-synuclein toxicity inhibition in yeast; AID 652106; 0.14% of 370,000 active; Potency, µM (highest dose often 46.1 µM), inactives show at the top dose growth rescue (activation), actives largely listed as activators; Yeast expressing alpha-synuclein, growth rescue, BacTiter-Glo, 24 h; also: potency is read from the fitted curve at half-maximal effect; % of control where 0% means no effect; nearly all actives have a fitted effect of over 65% in size
#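 Screening used galactose-induced yeast with toxic alpha-synuclein levels, exposed to compound for 24 hr at 30 deg C. Cell growth, read with BacTiter-Glo luminescence, gave the measured signal.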
# TDP43 rescue = inhibitors of TDP-43 toxicity in yeast; TDP-43 expressing yeast growth rescue, BacTiter-Glo, 24 h; Potency, µM (series often up to 46.1 µM), without a hit: at the top dose growth rescue (activation), usual class: activators; 1.8% of 410,000 active; also: potency is read from the fitted curve at half-maximal effect; % of control where 0% means no effect; nearly all actives have a fitted effect of over 50% in size
#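 Cell-based yeast growth screen: TDP-43 expression induced in galactose, inoculum OD600=0.02 after raffinose pregrowth to mid-log. Read-out BacTiter-Glo luminescence at 24 hr, 30 deg C; inhibition of toxicity seen as signal increase.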
# GLP-1R inv ag = acts as inverse agonist at human GLP-1 receptor; 1.6% of 410,000 active; P43220; HEK293 GLP-1R CRE-luciferase, luminescence, 24 h; GLP-1R form is constitutively active; Potency, µM (highest dose often 38.3 µM), for inactives: top-dose activity change, negative = inhibition, hits mostly inhibitors; also: potency is read from the fitted curve at half-maximal effect; % is scaled to controls: 0 for no effect and ±100 for the full control effect; nearly all actives have a fitted effect of over 55% in size
# Target sequence (P43220 whole entry, looked up): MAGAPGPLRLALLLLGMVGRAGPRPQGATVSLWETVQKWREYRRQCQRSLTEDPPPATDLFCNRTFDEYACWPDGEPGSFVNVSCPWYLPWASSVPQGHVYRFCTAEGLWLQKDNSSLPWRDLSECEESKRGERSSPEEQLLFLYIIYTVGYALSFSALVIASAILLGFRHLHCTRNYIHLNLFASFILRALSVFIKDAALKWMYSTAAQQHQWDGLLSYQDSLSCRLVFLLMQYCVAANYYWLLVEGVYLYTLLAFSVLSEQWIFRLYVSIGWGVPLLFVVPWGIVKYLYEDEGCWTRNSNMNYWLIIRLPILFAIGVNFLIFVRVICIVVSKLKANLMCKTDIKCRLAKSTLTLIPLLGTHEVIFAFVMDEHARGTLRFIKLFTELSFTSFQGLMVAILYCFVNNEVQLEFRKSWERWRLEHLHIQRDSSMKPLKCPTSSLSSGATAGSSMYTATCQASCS
#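 Luminescence readout: a drop in cAMP-driven luciferase signal flags inverse agonism at a constitutively active GLP-1R stably expressed in HEK293. Compound exposure lasted 24 hr at 37 deg C, 5% CO2.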
# pAkt inh = inhibitors of Akt phosphorylation | Neuro2A IGF-stimulated pAkt S473 HTRF, 20 min; hits give low values | 0.32% of 360,000 active | AID 651550 | activity change, % for hits at 50 µM; in the data active = activity change below about -80%; inconclusive = mostly about -51% to -80%; also: % is scaled to controls: 0 for no effect and ±100 for the full control effect
#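 Single-point screen (50 µM final compound) in Neuro2A cells stimulated 20 min with 6 nM IGF at 37 deg C. After lysis, Ser473-phosphorylated Akt read by HTRF (ex 330 nm, em 615/665 nm) as the 665/615 ratio.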
# Mm-Cpn inhibitor = blocks the Methanococcus maripaludis chaperonin Mm-Cpn; purified Mm-Cpn ATPase, ADP Transcreener TR-FRET; Potency, µM (top dose mostly 76.9 µM), for inactives: at the highest dose activity, negative = inhibition, actives largely listed as inhibitors; 0.031% of 330,000 active; also: potency is read from the fitted curve at half-maximal effect; % is scaled to controls: 0 for no effect and ±100 for the full control effect; nearly all actives have a fitted effect of over 80% in size
#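 Inhibition of chaperonin ATP hydrolysis is measured as reduced ADP production, detected by competitive TR-FRET in which signal falls with ADP. Final enzyme 25 nM and ATP 10 uM, reacted 30 min at 37°C.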
# HEK293 tox = cytotoxic in the GLP-1 receptor inverse agonist counter-screen; Potency, µM (doses to about 38.3 µM), for inactives: top-dose activity change, negative = inhibition, usual class: inhibitors; AID 624418; HEK293 cAMP-luciferase reporter cells, luminescence, 24 h; 0.13% of 410,000 active;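 also: loss of luciferase light is scored as toxicity; potency is read from the fitted curve at half-maximal effect; % is scaled to controls: 0 for no effect and ±100 for the full control effect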
#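 1536-well qHTS counterscreen of the MLSMR; 200 cells/uL, 12 h pre-incubation, 23 nL cpd, 24 h at 37 deg C 5% CO2, luciferase detection reagent, 12 min RT, luminescence. Inhibition = undesired.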
# FUS yeast rescue = rescues growth of FUS-expressing yeast | S. cerevisiae FUS-expressing, growth rescue, OD600, 24 h | Potency, µM (highest dose often 76.6 µM), without a hit: at the highest dose growth rescue (activation), usual class: activators | 0.24% of 390,000 active | AID 1347120;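 also: potency is read from the fitted curve at half-maximal effect; plate controls were DMSO vehicle for no effect and reference control for full effect; nearly all actives have a fitted effect of over 55% in size; some results filed as inactive show a strong effect at the top dose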
#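 Yeast expressing FUS under galactose induction, OD 0.005 in 2% galactose medium; compounds in a dilution series, 24 h at 30C. Growth rescue by absorbance at 600 nm; CP55940 positive control, DMSO negative.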
# PTHR1 ag = activates the human parathyroid hormone receptor PTHR1 | Potency, µM (highest dose often 115 µM), for the others: at the top dose activation, most hits filed as activators | HEK293 GP2 PTHR1 cells, GloSensor cAMP luminescence, 1 h | AID 743266 | 0.075% of 410,000 active; also: potency is read from the fitted curve at half-maximal effect; nearly all actives have a fitted effect of over 55% in size; some results filed as inactive show a strong effect at the top dose; inactives centre near -15; many of its hits are not listed in these tables
# Target sequence (Q03431 whole entry, looked up): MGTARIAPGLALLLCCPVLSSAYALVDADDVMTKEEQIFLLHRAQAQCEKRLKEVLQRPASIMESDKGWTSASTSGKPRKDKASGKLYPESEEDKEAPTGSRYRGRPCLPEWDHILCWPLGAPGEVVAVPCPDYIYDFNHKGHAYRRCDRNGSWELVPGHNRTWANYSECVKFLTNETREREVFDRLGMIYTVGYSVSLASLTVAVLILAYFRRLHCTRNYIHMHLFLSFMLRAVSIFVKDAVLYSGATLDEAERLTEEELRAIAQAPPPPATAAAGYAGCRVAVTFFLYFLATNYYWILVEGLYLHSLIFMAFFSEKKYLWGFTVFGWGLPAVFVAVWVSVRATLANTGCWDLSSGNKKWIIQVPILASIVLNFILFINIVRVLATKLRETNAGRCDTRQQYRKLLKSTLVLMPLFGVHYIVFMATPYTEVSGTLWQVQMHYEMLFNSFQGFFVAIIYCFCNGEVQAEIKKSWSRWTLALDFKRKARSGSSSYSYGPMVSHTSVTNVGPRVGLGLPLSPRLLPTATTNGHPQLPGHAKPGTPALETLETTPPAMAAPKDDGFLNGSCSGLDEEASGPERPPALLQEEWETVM
#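 HEK-293-derived GP2 cells expressing PTHR1 and a GloSensor cAMP reporter, 3,000/well, plated overnight, given luciferin plus IBMX (each 0.5 mM as added) for 1 h at 37 °C, then compound for 1 h at 37 °C. Luminescence was read after 15 min at room temperature.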
# Abeta rescue = compounds reversing amyloid beta toxicity in yeast; yeast expressing A-beta42, growth rescue, OD600, 48 h; response scale: 0% DMSO, 100% iron-clioquinol control; Potency, µM (highest dose often 46.1 µM), inactives show at the highest dose growth rescue, actives largely listed as activators; 0.063% of 410,000 active; also: potency is read from the fitted curve at half-maximal effect; nearly all actives have a fitted effect of over 55% in size
#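 Growth rescue measured by 600 nm absorbance after 48 h yeast culture at 30 C with compound. Values normalized between DMSO and an equimolar ferric chloride plus clioquinol control.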
# An asterisk follows results filed as active; i = inactive; ? = inconclusive; . = no result given; [ ] = another dose, or the depositor's remark. Unless noted, calls follow the shape of the dose curve; as a rule, active = well fitted curve in the direction sought with a large enough effect; inconclusive = small, poorly fitted or top-dose-only effect, or another doubt; inactive = no such curve, though single readings can be large; an effect the other way counts as inactive or inconclusive.
canonical_smiles | TDP43 rescue | HEK293 tox | aSyn yeast inh | pAkt inh | GLP-1R inv ag | Abeta rescue | PTHR1 ag | FUS yeast rescue | Mm-Cpn inhibitor
CN(C(=O)c1ccccc1-c1ncc[nH]1)C1CCCN(Cc2ccccc2F)C1 (stereo not drawn) | 5.4% | 6.3% | -6.0% | i | 3.4% | -1.3% | i | -9.4% | 1.9%
CCC1CCC(c2nnc(-c3ccc([N+](=O)[O-])cc3)o2)CC1 (stereo not drawn) | 21.5% | 6.6% | -4.4% | i | 21.2% | -1.3% | i | . | 1.6%
CCOc1cc(S(=O)(=O)NCc2ccc(OC)cc2)c(OCC)cc1-n1cnnn1 | -9.7% | ? | -10.0% | -92.3%* | 0.0% | -9.4% | i | 36.2% | -0.2%
O=C(NCCCN1CCC(Cc2ccccc2)CC1)C1CC(=O)N(C2CCCCCC2)C1 (stereo not drawn) | -10.6% | -20.1% | 2.8% | i | ? | 0.0% | i | . | 0.9%
Cc1ccnc(NS(=O)(=O)c2ccc(Cl)nc2)c1 | -3.6% | -2.3% | -16.2% | i | 7.4% | 10.7% | -7.9% | 5.0% | 0.5%
C[C@@H]1CN([C@H](C)CO)C(=O)CCCn2cc(nn2)CO[C@H]1CN(C)C(=O)Nc1ccccc1C(F)(F)F | 0.6% | 3.6% | -1.0% | i | -5.2% | -4.7% | -17.5% | -10.7% | .
COc1ccc([C@H]2CC(=O)C=C(c3cccc(OC)c3OC)C2)cc1OC | 22.4µM* | 6.1% | -0.4% | i | 99.3%[activator] | ? | -93.6% | 33.3% | 1.2%
Cc1nnc(SCC(=O)Nc2cccc(S(=O)(=O)NC3=NCCCCC3)c2)n1Cc1ccccc1 | -6.0% | -7.4% | -1.0% | i | -7.9% | 11.2% | -3.6% | 28.2% | 0.8%
COc1ccc(C)cc1NC(=O)c1cc2c(=O)n3ccccc3nc2n1C | -9.2% | 30.3%[activator] | -0.1% | i | 35.9%[activator] | -13.5% | i | -10.2% | 0.9%
Cc1cc(Br)c(S(=O)(=O)n2nnc3ccccc32)cc1C | -15.0% | -8.6% | 0.2% | i | 0.0% | 1.5% | i | -15.9% | 2.2%
O=C(Cc1cccc2ccccc12)NN1C(=O)C2C(C1=O)C1C=CC2C12CC2 (stereo not drawn) | -9.0% | -5.0% | -7.5% | i | -12.0% | 7.0% | -0.6% | . | 0.5%
Cc1ccc(NC(=O)CSc2nc(NS(=O)(=O)c3ccc(C)cc3)cc(=O)[nH]2)cc1 | 4.3% | ? | 0.7% | i | 0.0% | 6.1% | -4.0%[57.5 µM] | -7.0% | -0.1%
CCOc1ccccc1NC(=O)CCNS(=O)(=O)c1ccc2[nH]c(=O)oc2c1 | -10.1% | 0.3% | -7.0% | i | -2.0% | 5.9% | -8.6% | 7.6% | 1.1%
Brc1cc2c(cc1/C=N/Nc1nc(N3CCCC3)nc(N3CCOCC3)n1)OCO2 | 23.3% | -12.1% | 8.6% | i | ? | 5.8% | -2.7%[57.5 µM] | 18.1% | 1.3%
CSc1cc(-c2ccc(Cl)cc2)c(C(=O)NC(C)C)s1 | 2.9% | -6.0% | 1.5% | i | ? | -13.3% | -9.6% | -7.8% | ?
O=C(NC1=NCCS1)c1cccs1 | -2.3% | -3.8% | -15.2% | i | 29.3% | 0.9% | i | -14.6% | 0.2%
COc1cc(C(=O)N2C(=O)c3cccc(N)c3C2=O)cc(OC)c1OC | -7.7% | 147.2%[activator] | 3.7% | i | -18.8% | ? | -19.3% | ? | 1.3%
O=C1Nc2ccc(Br)cc2/C1=C/C(=O)c1ccccc1 | ? | ? | -52.3%[inhibitor] | i | ? | 0.0% | -42.5%[inhibitor] | . | .
CC(C(=O)NCc1ccccc1)n1cc([N+](=O)[O-])cn1 (stereo not drawn) | 15.9% | -14.0% | 0.5% | i | -1.8% | -11.7% | i | -19.1% | 0.2%
CC(C)c1ccc(NC(=O)N2CCOCC2)cc1 | 5.6% | 7.0% | -9.6% | i | 17.3% | -15.6% | i | -15.5% | 1.2%
CCOC(=O)C1=C(C)N(C)C(C)=C(C(=O)OCC)C1c1cccnc1 | 1.8% | -6.2% | -3.8% | i | -11.1% | -8.4% | -23.8%[57.5 µM] | 3.0% | 1.5%
O=C(Nc1ccc(F)cc1)c1ccc2nc[nH]c2c1 | 2.8% | -14.6% | -4.9% | i | 19.7% | -8.2% | i | -27.9% | 4.6%
O=C(NCc1ccc(Cl)cc1)c1cc(-c2ccco2)on1 | 18.7% | 0.1% | 2.6% | i | 5.9% | -2.1% | -5.3% | . | -0.4%
Cc1cc(Cl)ccc1NC(=O)CN1CCCC1 | -8.5%[1.82 µM] | 8.0% | -7.7% | i | 5.5% | 6.0% | i | -0.2% | -0.6%
CCn1cc(/C=N\NC(=O)Cc2ccc([N+](=O)[O-])cc2)c(C)n1 | 8.5% | -1.4%[1.53 µM] | -4.4% | i | 8.6% | -7.8% | i | 12.6% | -4.7%
COc1ccc(Cl)cc1NS(=O)(=O)c1cccc(C(=O)NCCCN2CCCC2=O)c1 | -20.8% | 19.0% | 0.1% | i | 8.3% | -9.2% | -21.4% | . | 0.1%
O=C1c2cccc(Cl)c2C(=O)c2c1cccc2N1CCCC1 | 22.6% | ? | -14.3% | i | 6.31µM* | -43.3%[inhibitor] | i | 35.2% | .
Cc1ccc(Cn2ccc(NC(=O)c3cc(-c4cccc(Cl)c4)on3)n2)cc1 | 14.8% | -5.7% | 1.0% | i | 4.7% | -1.1% | -25.2% | . | 2.2%
CCOc1cc(C(C(=O)NCC2CCCO2)N(C(=O)Cn2nnc3ccccc32)c2ccc(NC(C)=O)cc2)ccc1O (stereo not drawn) | 6.2% | -0.7% | 0.1% | i | 3.2% | -3.2% | i | -2.3% | 0.3%
COc1ccc(-c2nnc(-c3ccc4ccccc4c3)o2)cc1 | -1.2% | -12.0% | 13.5% | i | 36.9%[activator] | 5.6% | -19.2% | -12.1% | .
COc1ccc(-c2cn3nc(N4CCC(C(=O)Nc5cccc(OC)c5)CC4)sc3n2)cc1 | 13.2% | 2.3% | . | . | 11.1% | -4.4% | i | 7.2% | .
CN1CCN(c2ccccc2NC(=O)c2sc3ccccc3c2Cl)CC1 | -13.9% | -0.1% | 4.6% | i | 3.5% | -16.5% | i | 23.5% | -2.5%
COc1ccc(/C=C/C(=O)Nc2nc(-c3cccs3)ns2)cc1OC | 14.6% | -1.1% | . | . | ? | -21.2% | -17.7% | 7.6% | .
CCOC(=O)c1ccc(NC(=O)c2nc[nH]c2C(=O)N[C@@H](CC(C)C)C(=O)OC(C)(C)C)cc1 | 19.6% | 1.4% | 0.6% | i | -25.6% | 9.4% | -24.4% | ? | 2.2%
CCNC(=O)NC(=O)C(C)OC(=O)C1CCN(S(=O)(=O)c2ccc(C)c(C)c2)CC1 (stereo not drawn) | -13.0% | -10.5% | -3.2% | i | 11.3% | 2.2% | i | . | 0.4%
CN(C)S(=O)(=O)c1cccc(NC(=O)COC(=O)c2cccc(S(=O)(=O)N3CCc4ccccc4C3)c2)c1 | 15.3% | -0.3% | 3.5% | i | 0.0% | 5.8% | -15.1% | . | -13.0%
Nc1nc(SCc2ccccc2)c2ncn(C3OC(CO)C(O)C3O)c2n1 (stereo not drawn) | -15.7% | -7.5% | 6.9% | i | 31.6% | -5.2% | -1.3% | -2.2% | .
CCOC(=O)c1cnc(SCc2nc(N)nc(Nc3ccc(F)cc3)n2)nc1N | ? | 5.7% | -2.1% | i | 103.9%[activator] | 13.0% | 10.7%[57.5 µM] | ? | 4.0%
O=C(CCC(=O)NNC(=O)Nc1cccc(Cl)c1)NCc1ccccc1 | 1.0% | -8.1%[7.66 µM] | -0.9% | i | -2.0%[7.66 µM] | 3.9% | -23.5% | 9.4% | 1.6%
O=C(C1=C[C@@H](C2CC2)C[C@@H](OCc2ccc(CO)cc2)O1)N1CCN(Cc2ccc3c(c2)OCO3)CC1 | -0.7% | -1.2% | -0.6% | i | -4.5% | -12.0% | -40.6%[inhibitor] | -12.1% | .
CCOc1ccc(C(=O)OCn2nnc3ccccc3c2=O)cc1OC | -13.5% | 2.9% | -12.5% | . | 0.0% | 12.7% | i | 27.1% | -0.3%
Cc1ccnc(NC(=O)CS(=O)(=O)c2ccccc2)c1 | -2.0% | -13.4% | 4.2% | i | 2.9% | -3.2% | i | 7.2% | -4.5%
COc1ccc(Cl)cc1S(=O)(=O)N1CCCC(C(=O)NCc2ccccc2)C1 (stereo not drawn) | -15.2% | 15.8% | 0.1% | i | ? | -8.7% | -45.1%[inhibitor] | . | -5.1%
Cc1nc2ccccn2c1P(=O)(N1CCCCC1)N1CCCCC1 | -10.7% | -8.8% | -7.1% | i | -16.8% | 19.1% | -21.1%[57.5 µM] | -0.5% | -5.8%
COc1ccc(OC)c(CCNC(=O)c2nn(C)c3c2CS(=O)(=O)c2ccccc2-3)c1 | 17.4% | -5.0% | 2.2% | i | -17.4% | -3.2% | i | 3.6% | 3.5%
CCCCn1nc(C(=O)N(C)Cc2nc3ccccc3c(=O)[nH]2)c2ccccc2c1=O | 7.6% | -1.4% | -10.0% | i | 3.8% | -1.4% | i | -29.4% | .
COc1cccc(C2=NOC(C(=O)Nc3ccccc3SC)C2)c1 (stereo not drawn) | 7.9% | 17.5% | -7.4% | i | ? | -9.5% | -11.9%[57.5 µM] | 6.6% | 0.7%

# Only part of the results is shown (hit frequency here may not be typical).
